Screening data from PubChem BioAssay.
MrgX1 antagonist: antagonists of human MrgX1 receptor, primary screen, HEK293 cells, Fluo-4 calcium flux; Mas-related G-protein coupled receptor member X1 (Homo sapiens), Q96LB2; BAM8-22 antagonism; hits give low values; B-score at 10 µM; 1.3% of 310,000 active; AID 588676, 2011;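 active = calcium-response B-score plate-corrected more than 3 library SD below zero, starting fluorescence within 5 deviations, no agonist response on first addition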;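 also: peak minus trough fluorescence over baseline after final BAM8-22 challenge near maximal dose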
aSyn UTR inh: MLPCN primary screen, SNCA 5' untranslated region | alpha-synuclein 5'UTR reporter, inhibitor activity | inhibition, % (tested at 7.5 µM) | 0.82% of 300,000 active | AID 1813, 2009; in the data active = inhibition above about 60%;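 also: H4 neuroglioblastoma cells stably carrying SNCA 5'UTR luciferase fusion; 0% = DMSO wells and 100% = positive control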
TRPC6 activator: mouse TRPC6 channel activators, primary screen, cell-based, HEK293, membrane potential dye. HEK293-TRPC6 membrane potential dye fluorescence; hits give high values. B-score at 10 µM. 0.13% of 310,000 active;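 active = B-score of the integrated fluorescence ratio above library mean plus 3 SD, and starting fluorescence ratio within library mean plus 5 SD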;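 also: higher score means more depolarization so channel activation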
Target sequence (Q61143 whole entry, looked up): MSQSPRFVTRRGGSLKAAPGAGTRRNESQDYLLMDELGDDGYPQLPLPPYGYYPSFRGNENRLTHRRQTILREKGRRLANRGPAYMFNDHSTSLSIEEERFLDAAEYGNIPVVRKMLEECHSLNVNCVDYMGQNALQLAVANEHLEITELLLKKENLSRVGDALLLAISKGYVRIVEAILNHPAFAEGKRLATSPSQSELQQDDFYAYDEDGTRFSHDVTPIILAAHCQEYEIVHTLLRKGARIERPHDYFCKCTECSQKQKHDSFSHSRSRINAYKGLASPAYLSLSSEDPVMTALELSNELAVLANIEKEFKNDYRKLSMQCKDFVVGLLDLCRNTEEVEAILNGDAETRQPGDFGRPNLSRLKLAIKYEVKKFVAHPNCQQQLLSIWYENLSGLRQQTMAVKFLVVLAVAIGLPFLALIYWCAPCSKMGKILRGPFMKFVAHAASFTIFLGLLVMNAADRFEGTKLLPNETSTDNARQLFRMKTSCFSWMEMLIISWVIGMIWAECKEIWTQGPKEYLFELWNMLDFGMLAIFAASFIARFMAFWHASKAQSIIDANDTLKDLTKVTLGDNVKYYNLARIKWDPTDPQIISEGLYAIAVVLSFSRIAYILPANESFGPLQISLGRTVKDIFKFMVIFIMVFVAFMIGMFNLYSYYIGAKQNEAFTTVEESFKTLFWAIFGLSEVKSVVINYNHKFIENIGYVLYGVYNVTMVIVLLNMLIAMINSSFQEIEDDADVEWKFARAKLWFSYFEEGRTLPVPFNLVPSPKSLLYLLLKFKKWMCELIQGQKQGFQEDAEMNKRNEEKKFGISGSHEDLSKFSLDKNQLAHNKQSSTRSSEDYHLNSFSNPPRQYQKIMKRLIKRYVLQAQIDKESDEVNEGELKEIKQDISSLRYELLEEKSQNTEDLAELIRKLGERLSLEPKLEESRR
KLF5 inhibitor: KLF5 expression inhibitors, primary screen, DLD-1 cells, luminescence. DLD-1 KLF5 promoter-luciferase reporter. inhibition, % at 5 µM. 0.23% of 290,000 active;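 active = inhibition above a per-plate limit of that plate's mean compound inhibition plus 3 SD, cut at about 60% in these data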;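 also: 0% = DMSO wells and 100% = LY294002 at 200 µM; higher means less KLF5 promoter-driven luciferase light; inactives centre near -14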
SKKanGAS inh: S. pyogenes SKKanGAS growth inhibitors in kanamycin, primary screen, streptokinase expression inhibitor project, SKKanGAS strain, BacTiter-Glo luminescence; 6 h; inhibition, % at 7.5 µM; 1.3% of 300,000 active;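 active = mean replicate score, as percent of positive control median, at least 50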;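 also: strain carries kanamycin resistance gene driven by streptokinase promoter and grows in 40 µg/ml kanamycin; loss of luminescence reflects streptokinase promoter inhibition or plain growth inhibition; 0% = median of DMSO wells and 100% = positive control at its reference dose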
IEC-6 tox: cytotoxicity in IEC-6 intestinal epithelial cells, primary screen, cytotoxicity control for KLF5 inhibitor project, cell-based, luminescence; IEC-6 cytotoxicity, luminescence viability; inhibition, % at 5 µM; 0.78% of 290,000 active; AID 1825, 2009; in the data active = inhibition above about 22%;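 also: 0% = plate median of test compound wells and 100% = cytotoxic reference compound wells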
HIF act: HIF pathway transcriptional activators, primary screen, cell-based, U2OS HRE-luciferase, luminescence. U2OS HRE-luciferase reporter; normalized: DMSO 0%, desferrioxamine 100%. activation, % at 7.5 µM (by protocol). AID 1910, 2009. 0.32% of 300,000 active;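 active = mean activation of at least 10% of the iron chelator positive control signal, with at least half of replicates also reaching 10%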
TRPC4 potent: positive allosteric modulators of TRPC4, primary screen, cell-based, mouse TRPC4beta, HEK293 mu-opioid, Fluo-4 calcium | Short transient receptor potential channel 4 (Mus musculus), Q9QUQ5 | DAMGO EC20, Fluo-4 Ca2+ flux; hits give high values | B-score at 10 µM | 0.42% of 310,000 active | AID 2227, 2009;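 active = B-score of calcium response area above 5 SD of library B-scores, with initial fluorescence ratio within 5 SD of library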;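 also: B-score of integrated fluorescence ratio over time as area under calcium response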
TRPC4 agonist: activators of mouse TRPC4 channel, primary screen, Fluo4 calcium, HEK293 TRPC4beta/mu-opioid cells; Short transient receptor potential channel 4 (Mus musculus), Q9QUQ5; Fluo4 calcium fluorescence; hits give high values; B-score at 10 µM; 0.49% of 310,000 active;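 active = B-score above 5 SD of library B-scores, and initial fluorescence ratio not above library mean plus 5 SD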;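 also: positive B-score marks a calcium rise read as TRPC4 activation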
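Material: HEK293 stable line with TRPC4beta plus mu-opioid receptor; technique: Fluo4 calcium-sensitive dye fluorescence, kinetic, 1 Hz baseline; timing: Fluo4 dye loading 45 min at room temperature, 110 s recording; controls: assay buffer as low control, maximal DAMGO as high control; read-out: integrated baseline-normalised fluorescence ratio, converted to per-well B score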
TRPC4 block: inhibitors of mouse TRPC4 channel, primary screen, Fluo4 calcium, HEK293 TRPC4beta/mu-opioid cells; Short transient receptor potential channel 4 (Mus musculus), Q9QUQ5; DAMGO-evoked Fluo4 calcium flux; hits give low values; B-score at 10 µM; 0.39% of 300,000 active;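 active = B-score over 3 SD under the library average, no early fluorescence shift, positive overall ratio signal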
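Signal: kinetic Fluo4 fluorescence imaging of calcium influx. Material: stable TRPC4beta/mu-opioid receptor HEK293 cells. Probe or stimulus: DAMGO in two steps, submaximal then maximal.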
TRPC6 inh: mouse TRPC6 channel inhibitors, primary screen, cell-based, HEK293, membrane potential dye | ACh-evoked depolarization; hits give low values | B-score at 10 µM | 1.1% of 310,000 active | AID 2553, 2010;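 active = B-score under library mean minus 3 SD, initial fluorescence not abnormally high, positive integrated signal ratio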;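 also: B-score derived from integrated fluorescence ratio over the kinetic read; more negative B-score means stronger inhibition of depolarization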
The depositor's hits bear a star; i = inactive; nt = no result given.

Screens in order – TRPC4 agonist	HIF act	TRPC4 block	SKKanGAS inh	KLF5 inhibitor	IEC-6 tox	TRPC4 potent	aSyn UTR inh	TRPC6 activator	MrgX1 antagonist	TRPC6 inh
(1) C=C1CCN([C@@H](CC(C)C)C(=O)NCc2ccc(Cl)cc2)S(=O)(=O)c2ccccc21
 : i	1.0	i	4	nt	nt	i	7	i	i	i
(2) COc1ccc(Nc2nc3ccccc3nc2-n2nc(C)cc2C)cc1
 : i	-0.1	i	14	-13	8	i	-21	i	i	i
(3) O=C(O)c1ccc(CSc2nnc(-c3ccccc3Br)o2)cc1
 : i	-2.5	i	3	-32	6	i	15	i	i	i
(4) CCN(CC)S(=O)(=O)c1cccc(N=Nc2c(O)c3ccccc3oc2=O)c1
 : i	-1.3	i	3	1	-4	i	-36	i	i	i
(5) O=C(O)c1ccc(Nc2ccc(F)c(F)c2)c([N+](=O)[O-])c1
 : i	-14	i	6	-41	-5	i	18	i	i	i
(6) COc1ccc(-c2ccccc2)cc1NC(=O)c1ccncc1
 : i	-0.8	i	-1	nt	nt	i	3	i	i	i
(7) O=C(CN1CCCCC1)N/N=C/c1cccc(Cl)c1
 : i	2.3	i	4	4	1	i	-2	i	i	i
(8) CCOC(=O)c1sc(C)c2c1NC(C)(c1cccs1)NC2=O (stereo unspecified)
 : i	0.4	i	-15	11	4	i	10	i	i	i
(9) Cn1c2ccccc2c2cc(/C=N/NC(=O)c3cc(O)cc(O)c3)ccc21
 : i	-0.3	i	18	-25	-14	i	2	i	i	i
(10) Fc1cccc(Cl)c1CSc1nnc(CNc2ccccc2)o1
 : i	1.3	i	-5	-19	-10	i	-43	i	i	i
(11) COc1ccc(-c2cc(CN3C(=O)c4ccccc4C3=O)on2)cc1
 : i	-0.6	i	-11	1	4	i	-6	i	i	i
(12) O=C1C(=O)c2ccc(-c3ccccc3)cc2-c2ccccc21
 : i	-7.3	i	101*	-14	2	i	119*	i	i	i
(13) O=C(C1CC(=O)N(c2ccccc2)C1)N1CCN(c2ccccc2)CC1 (stereo unspecified)
 : i	-0.1	i	-4	-23	-10	i	-4	i	i	i
(14) O=C(N/N=C/c1ccccn1)c1cccc(NC(=O)c2ccc(Cl)cc2)c1
 : i	-3.6	i	5	-18	-6	i	-35	i	i	i
(15) O=C(N/N=C/c1cccc(OCC(=O)N2CCCC2)c1)C(=O)Nc1ccccc1F
 : i	0.1	i	-3	-7	2	i	-7	i	i	i

Profiles, quoted from the list.
O=C(N/N=C/c1cccc(OCC(=O)N2CCCC2)c1)C(=O)Nc1ccccc1F across the screens: TRPC4 agonist: i; HIF act: 0.1; TRPC4 block: i; SKKanGAS inh: -3; KLF5 inhibitor: -7; IEC-6 tox: 2; TRPC4 potent: i; aSyn UTR inh: -7; TRPC6 activator: i; MrgX1 antagonist: i; TRPC6 inh: i
O=C(N/N=C/c1ccccn1)c1cccc(NC(=O)c2ccc(Cl)cc2)c1 across the screens: TRPC4 agonist: i; HIF act: -3.6; TRPC4 block: i; SKKanGAS inh: 5; KLF5 inhibitor: -18; IEC-6 tox: -6; TRPC4 potent: i; aSyn UTR inh: -35; TRPC6 activator: i; MrgX1 antagonist: i; TRPC6 inh: i

New compounds follow:
Screens in order – TRPC4 agonist	HIF act	TRPC4 block	SKKanGAS inh	KLF5 inhibitor	IEC-6 tox	TRPC4 potent	aSyn UTR inh	TRPC6 activator	MrgX1 antagonist	TRPC6 inh
(16) CC(C)CCNC(=O)C1CCN(C(=O)N(C)C)CC1
 : i	-0.1	i	1	7	2	i	12	i	i	i
(17) COCCCNC(=S)N/N=C/c1ccccc1O
 : i	nt	i	3	31	15	i	nt	i	i	i
(18) CCN1CCCC1CNC(=O)C(=O)NC (stereo unspecified)
 : i	0.3	i	1	-14	0	i	8	i	i	i
(19) CN(C)c1ccc(C2=NOC(CN3C(=O)c4ccccc4S3(=O)=O)C2)cc1 (stereo unspecified)
 : i	4.0	i	-2	-95	0	i	-134	i	i	i
(20) Cc1ccc(S(=O)(=O)N2CCCC(C(=O)NCC(C)C)C2)cc1 (stereo unspecified)
 : i	0.0	i	-9	6	5	i	-16	i	i	i
(21) COc1ccc(CCNC(=O)C2CCN(C(=O)NC3CCCCC3)CC2)cc1
 : i	0.7	i	-5	-6	-1	i	21	i	i	i
(22) COc1cccc(NC(=O)[C@H](C)NC(=O)C2CCN(S(=O)(=O)c3ccc(C)cc3)CC2)c1
 : i	0.3	i	1	-18	-5	i	7	i	i	i
(23) COc1ccc(C2N3CC4(C)CN2CC(C)(C3)C4=O)cc1OC (stereo unspecified)
 : i	-0.1	i	-10	-24	0	i	14	i	i	i
(24) CCN(CC)S(=O)(=O)c1ccc(S(=O)(=O)N(Cc2ccccn2)Cc2ccco2)cc1
 : i	nt	i	-1	-1	-5	i	18	i	i	i
(25) C=CCn1c(SCC(=O)c2ccc(OC)cc2)nnc1-c1ccc2c(c1)OCO2
 : i	-0.1	i	-4	-35	-8	i	8	i	i	i
(26) O=[N+]([O-])c1ccc(N2N=C(c3ccccc3)CC2c2ccccc2O)cc1 (stereo unspecified)
 : i	1.1	i	98*	-2	-6	i	11	i	-16*	i
(27) Cn1nc(C(F)(F)F)c(CO)c1Sc1ccc(F)cc1
 : i	-0.3	i	-1	-11	6	i	12	i	i	i
(28) CN1CCN(C(c2cc3cc4c(cc3[nH]c2=O)OCCO4)c2nnnn2C2CCCC2)CC1 (stereo unspecified)
 : i	-0.6	i	-6	11	8	i	10	i	i	i
(29) O=C1CSc2ccc(C(=O)NCC(c3ccco3)N3CCCCC3)cc2N1 (stereo unspecified)
 : i	-0.2	nt	1	-6	-5	i	-13	i	i	i
(30) CCOC(=O)c1c(NC(NC(C)=O)C(Cl)(Cl)Cl)sc2c1CCCC2 (stereo unspecified)
 : i	-0.3	i	-8	-5	-3	21*	-2	i	i	i
(31) N#Cc1ccc(-c2csc(NC(=O)c3cc(-c4cccs4)nc4ccccc34)n2)cc1
 : i	-0.1	i	-3	-25	-7	i	4	i	i	i
(32) Clc1ccc(SCc2cn3ccccc3n2)cc1
 : i	1.3	i	17	-165	5	i	-148	i	i	i
(33) O=[N+]([O-])/C(C(Cl)=C(Cl)Cl)=C(/Sc1ccccc1)N1CCCCC1
 : i	-0.3	i	5	-16	-1	i	-78	i	i	i
(34) Cc1ccnc2nc(C(=O)OCCOc3ccccc3)nn12
 : i	0.1	i	-3	1	0	i	-2	i	i	i
(35) Cc1ccc(NC(=O)c2ccc3nc[nH]c3c2)c(O)c1
 : i	2.5	i	6	-31	-2	i	-99	i	i	i
(36) COc1ccc(N2CCN(S(=O)(=O)c3c(C)nc4sccn4c3=O)CC2)cc1
 : i	-0.2	i	-5	4	12	i	20	i	i	i
(37) Cc1ncc(CN2CCCC(CCC(=O)NCc3ccc(F)c(F)c3)C2)s1 (stereo unspecified)
 : i	0.1	i	5	-14	5	i	-1	i	i	i
(38) COc1ccc(C(=O)N[C@H]2COC(C)(C)O[C@H]2c2ccccc2)cc1
 : i	-5.2	i	6	-24	0	i	-8	i	i	i
(39) O=C(/C=C/c1ccc(OCCCF)cc1)NCc1ccc(Cl)cc1
 : i	0.5	i	1	17	4	i	-16	i	i	i
(40) CC(C)CNC(=S)N1CCC(NC(=O)C23CC4CC(CC(C4)C2)C3)CC1
 : i	-1.4	i	7	21	-5	i	17	i	i	i
(41) CC(=O)Nc1ccc(NC(=O)C(C)OC(=O)c2ccccc2C(=O)c2ccc(Cl)c([N+](=O)[O-])c2)cc1 (stereo unspecified)
 : i	-52	i	-7	-28	0	i	-41	i	i	i
(42) OCCC#Cc1c(-c2ccsc2)sc2ccccc12
 : i	-0.9	i	-4	3	8	i	8	i	i	i
(43) Cc1ccnc(N(C(=O)Nc2ccccc2)C2=NCC(C)(C)S2)c1
 : i	2.0	i	0	-80	-2	i	-165	i	i	i
(44) O=C(Cc1ccccc1)NC(NC(=O)Cc1ccccc1)c1cccc([N+](=O)[O-])c1
 : i	-0.3	i	-12	10	9	i	20	i	i	i
(45) Cc1ccc(C)c(C(=O)CSc2nnnn2-c2cccnc2)c1
 : i	1.4	i	-3	5	-7	i	-20	i	i	i
(46) CCCc1cc(=O)oc2cc(C)cc(OC(C)C(=O)NCCCN3CCOCC3)c12 (stereo unspecified)
 : i	0.0	i	-2	-3	-2	i	8	i	i	i
(47) Cc1cc(C)nc(Sc2ccc(/C=C(\C#N)C(N)=O)o2)n1
 : i	0.0	i	-3	3	-3	i	13	i	i	i
(48) O=C(CN1C(=O)NC2(CCCC2)C1=O)Nc1ccc(Cl)c(C(F)(F)F)c1
 : i	0.0	i	-7	-6	1	i	15	i	i	i
(49) CCOC(=O)c1sc(NC(=O)C(C)Sc2nnc(N)s2)nc1C (stereo unspecified)
 : i	-0.5	i	0	2	0	i	12	i	i	i
(50) CCOc1cccc2cc(C(=O)NC(C)c3ccccc3)c(=N)oc12 (stereo unspecified)
 : i	0.1	i	12	-16	-6	i	-37	i	i	i
(51) O=C(COC(=O)C1=COCCO1)NCc1ccc(F)cc1
 : i	1.5	i	25	-21	2	i	1	i	i	i
(52) Cc1ccc(-n2nc3c(=O)n(C(C)C(=O)NCc4ccc(Cl)cc4)nc(C)c3c2C)cc1 (stereo unspecified)
 : i	-0.7	i	2	-16	12	i	40	i	i	i
(53) O=C(CN1CCC(C(=O)c2ccc3c(c2)OCCO3)CC1)Nc1ccccc1F
 : i	-0.3	i	-2	2	-5	i	-2	i	i	i
(54) O=C(Cc1cccs1)NCc1cn2ccccc2n1
 : i	0.0	i	1	8	-7	i	-8	i	i	i
